GluA2 TARP mod: GluA2-stargazin AMPA receptor complex modulation | HEK293 GluA2+stargazin, membrane potential dye (FDSS), glutamate EC50; hits were called plate by plate, in both directions | calls only at 30 µM | 40,000 compounds, 3.5% hits;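 active = any of four per-well response measures lying three or more SD from its plate-wide compound average, in either direction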
Target sequence (O88602 whole entry, looked up): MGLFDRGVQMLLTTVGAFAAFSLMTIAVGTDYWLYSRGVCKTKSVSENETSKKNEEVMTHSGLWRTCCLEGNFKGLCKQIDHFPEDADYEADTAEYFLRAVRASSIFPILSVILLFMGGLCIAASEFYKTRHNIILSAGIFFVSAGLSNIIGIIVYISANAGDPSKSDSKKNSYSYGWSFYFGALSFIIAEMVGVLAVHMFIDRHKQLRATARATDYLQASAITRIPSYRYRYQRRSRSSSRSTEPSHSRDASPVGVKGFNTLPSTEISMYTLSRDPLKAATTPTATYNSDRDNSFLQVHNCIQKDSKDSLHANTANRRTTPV
Target sequence (P19491 whole entry, looked up): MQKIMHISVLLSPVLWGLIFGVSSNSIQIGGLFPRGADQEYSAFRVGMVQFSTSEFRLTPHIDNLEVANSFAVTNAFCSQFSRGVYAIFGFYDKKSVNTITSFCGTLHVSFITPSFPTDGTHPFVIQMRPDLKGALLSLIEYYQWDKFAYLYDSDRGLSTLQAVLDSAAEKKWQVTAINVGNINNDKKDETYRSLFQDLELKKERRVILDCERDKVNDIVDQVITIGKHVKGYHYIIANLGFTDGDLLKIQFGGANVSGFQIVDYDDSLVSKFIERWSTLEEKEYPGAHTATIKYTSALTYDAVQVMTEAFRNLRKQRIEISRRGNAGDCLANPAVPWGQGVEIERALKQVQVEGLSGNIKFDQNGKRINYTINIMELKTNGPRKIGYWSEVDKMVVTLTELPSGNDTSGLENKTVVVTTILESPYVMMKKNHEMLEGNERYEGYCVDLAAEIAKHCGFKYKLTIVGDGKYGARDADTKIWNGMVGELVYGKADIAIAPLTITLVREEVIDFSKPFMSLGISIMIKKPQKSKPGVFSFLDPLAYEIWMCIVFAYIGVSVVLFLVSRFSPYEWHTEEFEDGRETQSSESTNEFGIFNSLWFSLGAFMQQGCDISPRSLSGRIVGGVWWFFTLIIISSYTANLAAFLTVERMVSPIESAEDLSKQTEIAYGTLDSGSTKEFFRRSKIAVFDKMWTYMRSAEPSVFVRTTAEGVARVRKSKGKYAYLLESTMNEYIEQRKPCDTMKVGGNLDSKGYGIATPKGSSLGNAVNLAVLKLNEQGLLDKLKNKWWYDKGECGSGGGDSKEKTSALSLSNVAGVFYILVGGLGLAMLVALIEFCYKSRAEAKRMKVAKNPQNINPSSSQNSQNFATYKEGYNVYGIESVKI
GluA2 TARP mod agonism max-min: further read-out of GluA2 TARP mod, marked with its call; compound max-min signal; compound-alone response (agonism);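 unitless range of fluorescence divided by baseline over first 100 seconds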
GluA2 TARP mod glutamate slope: recorded beside GluA2 TARP mod, whose call it bears; glutamate slope, % of max; measured here: glutamate response slope, % max;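 scaled per plate between vehicle wells and maximal 1 mM glutamate control wells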
* marks the source's active call; other numbers are inactive results; i = inactive. An excerpt; rates above refer to the full screens.

> CS(=O)(=O)N1CCCC(C(=O)Nc2ccc(Cl)cc2C(=O)c2ccccc2)C1 (centres undefined)
  GluA2 TARP mod: i
  GluA2 TARP mod agonism max-min: 0.095
  GluA2 TARP mod glutamate slope: 41

> Nc1c(C(=O)NCc2cccs2)c2nc3ccccc3nc2n1Cc1ccco1
  GluA2 TARP mod: i
  GluA2 TARP mod agonism max-min: 0.14
  GluA2 TARP mod glutamate slope: 57

> CC(C)CNC(=O)c1c(N)n(Cc2ccco2)c2nc3ccccc3nc12
  GluA2 TARP mod: i
  GluA2 TARP mod agonism max-min: 0.11
  GluA2 TARP mod glutamate slope: 61

> C=CCN1C(=O)CSc2ccc(C(=O)N3CCC4(CC3)OCCO4)cc21
  GluA2 TARP mod: i
  GluA2 TARP mod agonism max-min: 0.045
  GluA2 TARP mod glutamate slope: 42

> CCN(CC)CCCC(C)NC(=O)c1cc2cccnc2n(Cc2ccc(F)cc2)c1=O (centres undefined)
  GluA2 TARP mod: i
  GluA2 TARP mod agonism max-min: 0.043
  GluA2 TARP mod glutamate slope: 58

> Cc1cc(C)n(CCN2CCN(C(=O)COc3ccccc3F)CC2)n1
  GluA2 TARP mod: i
  GluA2 TARP mod agonism max-min: 0.13
  GluA2 TARP mod glutamate slope: 57

> Cc1nnc(N)n1N
  GluA2 TARP mod: i
  GluA2 TARP mod agonism max-min: 0.093
  GluA2 TARP mod glutamate slope: 69

> COc1cccc(CNC(=O)c2cc3cccnc3n(Cc3ccccc3)c2=O)c1
  GluA2 TARP mod: i
  GluA2 TARP mod agonism max-min: 0.042
  GluA2 TARP mod glutamate slope: 64

> O=C(COc1ccccc1)N1CCN(Cc2nc(-c3cccs3)cs2)CC1
  GluA2 TARP mod: i
  GluA2 TARP mod agonism max-min: 0.12
  GluA2 TARP mod glutamate slope: 65

> O=C(NCc1cccc2ccccc12)NCC1CCN(C(=O)Oc2ccccc2)CC1
  GluA2 TARP mod: i
  GluA2 TARP mod agonism max-min: 0.046
  GluA2 TARP mod glutamate slope: 42

3 compounds picked at random from the list so far:
> COc1cccc(CNC(=O)c2cc3cccnc3n(Cc3ccccc3)c2=O)c1
  GluA2 TARP mod: i
  GluA2 TARP mod agonism max-min: 0.042
  GluA2 TARP mod glutamate slope: 64

> CCN(CC)CCCC(C)NC(=O)c1cc2cccnc2n(Cc2ccc(F)cc2)c1=O (centres undefined)
  GluA2 TARP mod: i
  GluA2 TARP mod agonism max-min: 0.043
  GluA2 TARP mod glutamate slope: 58

> CS(=O)(=O)N1CCCC(C(=O)Nc2ccc(Cl)cc2C(=O)c2ccccc2)C1 (centres undefined)
  GluA2 TARP mod: i
  GluA2 TARP mod agonism max-min: 0.095
  GluA2 TARP mod glutamate slope: 41

(cont.)
> COC(=O)c1ccc(/C=C2\Oc3cc(OC(=O)N(C)C)ccc3C2=O)cc1
  GluA2 TARP mod: i
  GluA2 TARP mod agonism max-min: 0.089
  GluA2 TARP mod glutamate slope: 65

> CC12CCC3C(CC=C4CC(O)CCC43C)C1C/C(=C\c1ccccc1F)C2=O (centres undefined)
  GluA2 TARP mod: i
  GluA2 TARP mod agonism max-min: 0.025
  GluA2 TARP mod glutamate slope: 32

> O=C(NCC#CCN1CCCCC1)c1cccc(Cl)c1
  GluA2 TARP mod: i
  GluA2 TARP mod agonism max-min: 0.047
  GluA2 TARP mod glutamate slope: -11

> CSc1ccc2nc(NC(=O)c3ccn(C(C)C)n3)sc2c1
  GluA2 TARP mod: i
  GluA2 TARP mod agonism max-min: 0.11
  GluA2 TARP mod glutamate slope: 67

> Nc1c(C(=O)NCc2ccco2)c2nc3ccccc3nc2n1Cc1ccccc1
  GluA2 TARP mod: i
  GluA2 TARP mod agonism max-min: 0.13
  GluA2 TARP mod glutamate slope: 56

> COc1ccc(CNCCc2c(C)[nH]c3ccc(C)cc23)cc1
  GluA2 TARP mod: i
  GluA2 TARP mod agonism max-min: 0.065
  GluA2 TARP mod glutamate slope: -13

> O=C(Cc1ccccc1)N(CCN1CCOCC1)c1nc2c(F)cccc2s1
  GluA2 TARP mod: i
  GluA2 TARP mod agonism max-min: 0.08
  GluA2 TARP mod glutamate slope: 64

> Cc1cccc(CC(=O)N2CCN(Cc3nnnn3-c3ccc(F)c(F)c3)CC2)c1
  GluA2 TARP mod: i
  GluA2 TARP mod agonism max-min: 0.064
  GluA2 TARP mod glutamate slope: 55

> CCOc1ccc(-n2nnnc2CN2CCN(C(=O)Cc3cccs3)CC2)cc1
  GluA2 TARP mod: i
  GluA2 TARP mod agonism max-min: 0.069
  GluA2 TARP mod glutamate slope: 69

> CCOc1ccccc1S(=O)(=O)NCC#CCN(C)C
  GluA2 TARP mod: i
  GluA2 TARP mod agonism max-min: 0.087
  GluA2 TARP mod glutamate slope: 59

Full records from above:
O=C(Cc1ccccc1)N(CCN1CCOCC1)c1nc2c(F)cccc2s1 is listed as GluA2 TARP mod = i; GluA2 TARP mod agonism max-min = 0.08; GluA2 TARP mod glutamate slope = 64
CCOc1ccc(-n2nnnc2CN2CCN(C(=O)Cc3cccs3)CC2)cc1 is listed as GluA2 TARP mod = i; GluA2 TARP mod agonism max-min = 0.069; GluA2 TARP mod glutamate slope = 69

(more compounds)
> O=C(Cc1cc(-c2ccc3c(c2)OCCO3)on1)N1CCN(Cc2ccccc2)CC1
  GluA2 TARP mod: i
  GluA2 TARP mod agonism max-min: 0.043
  GluA2 TARP mod glutamate slope: 33

> O=c1cccc2n1C[C@H]1CNCC2C1
  GluA2 TARP mod: i
  GluA2 TARP mod agonism max-min: 0.055
  GluA2 TARP mod glutamate slope: 55

> CC1CCCCC1NC(=O)c1cc2cccnc2n(Cc2ccccc2)c1=O (centres undefined)
  GluA2 TARP mod: i
  GluA2 TARP mod agonism max-min: 0.034
  GluA2 TARP mod glutamate slope: 43

> Cc1cccc(NC(=O)c2cccn(Cc3ccccc3C)c2=O)n1
  GluA2 TARP mod: i
  GluA2 TARP mod agonism max-min: 0.11
  GluA2 TARP mod glutamate slope: 68

Assay outcomes from PubChem BioAssay.
